High-throughput results from PubChem BioAssay.
CHO parental Ca – ATP-evoked calcium signal inhibitors, parental CHO, primary screen, counter-screen for OX1R antagonist project, cell-based, fluorescence, Fluo-8 calcium dye; parental CHO-K1, ATP-induced calcium, Fluo-8 fluorescence; inhibition, % at 5.6 µM; 0.63% of 330,000 active; AID 463079, 2010;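 active = inhibition above that plate's mean sample inhibition plus 3 SD, cut at about 26% in these data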;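 note: 0% = ATP-challenged DMSO wells and 100% = DMSO wells without ATP; some compounds past the cut are filed as inactive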
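Test system: untransfected parental CHO cell line; also added: ATP stimulus; dosing: 5.6 µM, single dose; signal: calcium-sensitive Fluo-8 fluorescence; measure: percent inhibition of ATP-evoked calcium rise, normalized to controls; benchmarks: low control ATP plus DMSO, high control DMSO only; replication: one well per compound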
GPR7 antag – GPR7 receptor antagonists, primary screen, cell-based, fluorescence, single concentration | Neuropeptides B/W receptor type 1 (Homo sapiens), P48145 | AID 1861, 2009 | 1.1% of 290,000 active | GPR7-expressing cells, fluorescence antagonist assay | inhibition, % at 4.4 µM; in the data active = inhibition above about 16%, passing the limit was not always enough;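 note: cells stimulated with the agonist NPW; 0% = agonist with vehicle and 100% = vehicle without agonist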
Target sequence (P48145 whole entry, looked up): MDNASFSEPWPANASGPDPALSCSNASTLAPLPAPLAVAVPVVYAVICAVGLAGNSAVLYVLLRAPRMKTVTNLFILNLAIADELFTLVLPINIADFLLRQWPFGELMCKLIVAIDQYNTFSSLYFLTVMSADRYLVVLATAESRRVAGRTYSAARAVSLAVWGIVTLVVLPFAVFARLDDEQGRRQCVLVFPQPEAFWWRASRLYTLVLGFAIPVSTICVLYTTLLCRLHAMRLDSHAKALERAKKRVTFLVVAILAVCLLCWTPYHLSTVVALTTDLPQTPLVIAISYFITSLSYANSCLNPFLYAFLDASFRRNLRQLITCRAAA
M1 ag parental – counter-screen for M1 agonists: effect in parental CHO-K1 cells | Fluo-8 calcium fluorescence; scaled to maximal ATP response, vehicle zero | activation, % at 3 µM | 0.48% of 360,000 active; in the data active = activation above about 15%;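 note: untransfected CHO-K1 host cells lacking M1 receptor as counterscreen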
V1aR counter – agonists of human V1a receptor, primary screen, counter-screen for OXTR agonist project, fluorescence, CHO-V1R cells; Vasopressin V1a receptor (Homo sapiens), P37288; Fluo-8 calcium fluorescence, agonist mode; 0% DMSO, 100% 3 nM vasopressin; activation, % at 3 µM; 0.25% of 320,000 active;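 active = activation above the mean activation of all tested compounds plus 3 SD, per screening run, cut at about 20% in these data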;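 note: signal is peak over basal fluorescence ratio across a 100 second FLIPR read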
OXTR potentiator – human OXTR potentiators, primary screen, fluorescence, CHO-OTR cells, Fluo-8 calcium. AID 2445, 2010. Oxytocin receptor (Homo sapiens), P30559. Fluo-8 calcium fluorescence, potentiator mode; 0% = oxytocin EC15, 100% = EC100. 0.061% of 320,000 active. activation, % at 3 µM;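 active = activation above that plate's cutoff, the mean activation of tested compounds plus 3 SD, cut at about 6.6% in these data, passing the limit was not always enough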;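 note: 100% uses oxytocin at 75 nM as the full agonist control; some results filed as inactive read as strong as hits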
Target sequence (P30559 whole entry, looked up): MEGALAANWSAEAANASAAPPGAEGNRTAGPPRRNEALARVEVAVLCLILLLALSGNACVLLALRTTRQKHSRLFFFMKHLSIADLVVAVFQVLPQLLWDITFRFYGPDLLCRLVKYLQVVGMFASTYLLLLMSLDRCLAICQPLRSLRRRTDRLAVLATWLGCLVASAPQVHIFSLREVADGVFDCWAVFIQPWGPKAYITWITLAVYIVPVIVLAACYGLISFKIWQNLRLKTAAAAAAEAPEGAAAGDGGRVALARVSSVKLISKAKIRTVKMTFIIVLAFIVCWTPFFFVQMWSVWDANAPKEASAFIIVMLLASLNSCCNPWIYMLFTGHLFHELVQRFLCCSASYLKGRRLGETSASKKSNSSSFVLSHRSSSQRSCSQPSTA
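Measured by – Fluo-8 calcium dye fluorescence · Test system – human OTR in CHO cells · Dosing – one concentration, 3.0 µM compound · Controls – EC15 oxytocin alone as 0%, 75 nM oxytocin as 100% · Evaluation – normalized max/min fluorescence ratio, % activation · Timing – 6 min pre-incubation, 100 s read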
CHO-K1 Ca PAM – nonselective calcium activators in parental CHO-K1 cells, primary screen, counter-screen for M1 PAM project, cell-based, Fluo-8 calcium fluorescence, full deck, 1536-well; ATP EC20; 0% at ATP EC20, 100% at ATP max; activation, % at 3 µM; 0.02% of 360,000 active;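 active = activation above the run cutoff, the mean activation of all test compounds plus 3 SD, cut at about 40% in these data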;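 note: peak over basal fluorescence ratio in a 140 s read after ATP addition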
CHO-K1 Ca antag – M1 antagonist counterscreen hit in parental CHO-K1 cells; ATP-induced calcium, Fluo-8 fluorescence; inhibition, % at 3 µM; 0.6% of 360,000 active;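 active = inhibition above a per-plate cutoff, the plate's mean sample inhibition plus 3 SD, cut at about 24% in these data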;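 note: 0% = DMSO plus EC80 ATP and 100% = DMSO alone without ATP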
OXTR agonist – human OXTR agonists, primary screen, fluorescence, CHO-OTR cells, Fluo-8 calcium | AID 2435, 2010 | Fluo-8 calcium fluorescence; normalized: DMSO 0%, oxytocin 100% | activation, % at 3 µM | Oxytocin receptor (Homo sapiens), P30559 | 0.32% of 320,000 active;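 active = activation above the mean of all tested compounds plus 3 SD, cutoff set per screening run, cut at about 20% in these data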;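 note: peak over basal fluorescence ratio from a 100 s FLIPR kinetic read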
TAAR1 antag – human TAAR1 antagonists, primary screen, Fluo-8 calcium fluorescence, CHO RD-HGA16 cells | Trace amine-associated receptor 1 (Homo sapiens), Q96RJ0 | antagonist | inhibition, % at 3 µM | 1.5% of 360,000 active | AID 624466, 2012;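 active = inhibition above a per-plate cutoff, the mean inhibition of test compounds on that plate plus 3 SD, cut at about 49% in these data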;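 note: 0% = DMSO plus EC80 beta-PEA response and 100% = DMSO alone without agonist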
Target sequence (Q96RJ0 whole entry, looked up): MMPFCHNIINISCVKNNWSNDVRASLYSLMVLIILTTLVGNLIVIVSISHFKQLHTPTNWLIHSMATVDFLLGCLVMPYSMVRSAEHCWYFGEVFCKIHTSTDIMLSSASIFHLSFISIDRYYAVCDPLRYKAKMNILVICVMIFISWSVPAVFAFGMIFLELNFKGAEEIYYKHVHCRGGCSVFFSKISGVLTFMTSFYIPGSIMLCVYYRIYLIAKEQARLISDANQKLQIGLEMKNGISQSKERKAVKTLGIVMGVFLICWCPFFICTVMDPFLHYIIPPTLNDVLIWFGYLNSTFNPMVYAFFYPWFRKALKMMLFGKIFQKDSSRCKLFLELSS
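Test system: RD-HGA16 CHO cells with stable hTAAR1 and Gα16 / Probe or stimulus: EC80 β-phenethylamine stimulus / Times: seeding 17-24 h prior, 75-min 37 °C, 30-min RT dye loading / Detection: Fluo-8 calcium-sensitive fluorescence / Read-out basis: % inhibition scaled between DMSO and EC80 PEA controls / Repeats: singlicate, one well per test compound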
Active calls of the source: *; . = no result given.

Preview (two entries):
entry	molecule	V1aR counter	GPR7 antag	CHO-K1 Ca PAM	M1 ag parental	TAAR1 antag	OXTR agonist	OXTR potentiator	CHO parental Ca	CHO-K1 Ca antag
1	COCCOC1CCN(C(=O)c2cc(COc3ccc(-n4cncn4)cc3)on2)CC1	0.1	-12.2	-2.7	1.1	-6.2	0.6	-4.1	-1.1	-1.2
2	CC(C)CNC(=O)CC(c1ccccc1)c1c(O)ccc2ccccc12 (stereo unspecified)	-0.2	-3.5	13.6	1.9	-2.0	3.1	-5.0	-20.4	-3.4

The listing, from the start:
entry	molecule	V1aR counter	GPR7 antag	CHO-K1 Ca PAM	M1 ag parental	TAAR1 antag	OXTR agonist	OXTR potentiator	CHO parental Ca	CHO-K1 Ca antag
1	COCCOC1CCN(C(=O)c2cc(COc3ccc(-n4cncn4)cc3)on2)CC1	0.1	-12.2	-2.7	1.1	-6.2	0.6	-4.1	-1.1	-1.2
2	CC(C)CNC(=O)CC(c1ccccc1)c1c(O)ccc2ccccc12 (stereo unspecified)	-0.2	-3.5	13.6	1.9	-2.0	3.1	-5.0	-20.4	-3.4
3	CC(C)=CCC(C)(C)CNC(=O)NC1CCCCC1	0.3	-11.0	15.1	4.4	-5.1	1.9	-4.4	-21.4	-8.8
4	COC(=O)c1cc(C(C)=O)c(C)[nH]c1=O	0.2	2.7	11.3	-0.5	-6.5	1.0	-6.2	5.5	-12.8
5	C=CCn1c(=O)c2ccc(C(=O)NCc3ccccc3)cc2n(Cc2ccc(Cl)cc2)c1=O	0.5	-13.5	11.0	-0.3	-16.0	-0.1	-0.2	-25.2	2.9
6	COc1ccc(Cl)cc1-c1cc(C(=O)NCc2cccs2)[nH]n1	.	.	19.8	1.1	-18.6	.	.	.	-4.3
7	COc1cccc(C(=O)NCC(=O)N2CCC3(CC2)NCCc2[nH]cnc23)c1	0.1	-8.4	-9.2	-0.1	-19.5	0.4	-5.8	4.5	11.6
8	CN(CC(=O)Nc1cccc2ccccc12)C(=O)c1ccc(F)cc1F	-0.6	.	8.6	0.0	4.5	-0.5	-1.6	2.7	-23.4
9	CS(=O)(=O)c1nncn1-c1ccccc1	1.3	-7.4	-3.2	0.3	-1.5	-0.2	-11.0	0.2	7.5
10	CCOC(=O)C1CCCN(C(=O)COc2ccc(C(=O)c3ccc(F)cc3)cc2)C1 (stereo unspecified)	6.5	.	-1.0	4.1	4.8	6.9	-3.0	-8.1	-6.6
11	Cc1cc(C)c(S(=O)(=O)Nc2nnc(C(C)C)s2)c(C)c1	.	-22.2	1.5	1.5	-9.2	.	.	.	-10.5
12	CCCc1nc(N)c(C#N)c(N)c1C#N	0.1	-1.6	-5.2	-0.1	3.4	0.5	-11.8	-0.9	3.0
13	CC(C)C[C@@H](CN1C(N)=NC[C@@H]1C)NC(=O)CC12CC3CC(CC(C3)C1)C2	0.5	.	-3.0	0.3	3.8	2.2	6.9	-2.6	-16.9
14	CC(=O)Nc1ccc2nc(NC(=O)c3cccs3)sc2c1	-1.1	-8.0	21.0	2.1	-5.0	-1.6	-6.3	-7.0	-12.4
15	Cc1ccc(C)c(OCC(=O)Nc2nonc2NC(=O)COc2cc(C)ccc2C)c1	-0.2	-9.1	9.7	0.8	18.1	0.3	-8.5	8.3	-7.9
16	COCCNC(=O)CNC(=S)N(CCCN1CCOCC1)Cc1cccs1	1.4	12.6	-8.7	-0.6	-7.1	0.4	0.1	1.5	-2.8
17	COc1cc(OC)cc(-c2c(-c3ccc(F)cc3)c3cc(-c4cccc5[nH]ccc45)ccc3n2C)c1	0.7	.	0.3	0.3	7.5	1.2	1.0	-7.6	-0.3
18	COc1cccc(-n2c(SCC(N)=O)nnc2-c2c[nH]c3ccccc23)c1	-0.4	-10.1	20.1	3.6	-7.1	-0.9	-3.2	-8.2	0.2
19	O=c1/c(=C\c2ccc3c(c2)OCO3)sc2n1CCCN=2	0.4	-5.0	-3.3	0.2	-9.9	0.7	-2.7	3.8	0.4
20	Cc1cc(C)c(NC(=O)C2CC(=O)N(C(C)C)C2)c(C)c1 (stereo unspecified)	-0.3	-8.8	17.4	1.0	-15.5	0.4	-4.4	1.0	-7.7
21	CCC(=O)N1CCN(CCN=CC2=C(O)CC(c3ccc(OC)cc3)CC2=O)CC1 (stereo unspecified)	-0.4	-7.4	19.9	0.8	-4.7	-0.1	-5.7	-4.4	-8.6
22	C/C(=N\Nc1nc(C)c(C)s1)c1ccc([N+](=O)[O-])cc1	0.0	-5.1	16.6	0.5	27.2	0.6	-13.9	-4.4	-12.8
23	COCCn1c(=NC(C)=O)sc2cc([N+](=O)[O-])ccc21	-0.3	-5.0	-6.9	0.2	-20.9	-1.0	-0.3	1.8	4.9
24	CC(=O)Nc1ccc(NC(=O)CS(=O)(=O)c2cn(CC(=O)N3CCC(C)CC3)c3ccccc23)cc1	0.7	-15.9	17.1	0.8	-23.2	0.4	0.7	-11.6	-6.5
25	Cc1c(CC(=O)N2C[C@H]3C[C@@H](C2)c2cccc(=O)n2C3)c(=O)oc2cc3occ(C(C)(C)C)c3cc12	-0.7	0.2	10.9	1.5	-2.2	-0.6	1.8	-18.6	1.7
26	CC(=O)Nc1ccc(NC(=O)COC(=O)CCc2nc3ccccc3s2)cc1	0.8	-8.3	11.7	7.1	-11.8	1.0	-4.6	-13.7	-12.9
27	C=CCn1c(SCC(=O)c2c(N)n(CCC)c(=O)n(C)c2=O)nnc1-c1ccncc1	0.4	-5.5	8.8	0.6	-33.6	0.5	-1.5	-8.8	-9.3
28	CC1(C)Cc2ccccc2C(N/N=C/c2ccc([N+](=O)[O-])cc2)=N1	-0.7	-15.5	19.8	0.4	-22.0	-3.4	-7.8	-11.8	-15.8
29	Cc1nc(Nc2cccc(C(C)O)c2)c2nnn(Cc3ccc(F)cc3)c2n1 (stereo unspecified)	3.3	-5.7	6.5	7.2	-6.9	1.7	2.3	-0.6	-12.7
30	Cc1ncn2cc(-c3ccc(Cl)cc3Cl)[nH]c(=O)c12	0.4	-4.0	-14.3	0.4	-16.9	0.0	-8.8	-6.1	4.2
31	Cc1ccccc1NCC(=O)N/N=C\c1ccc([N+](=O)[O-])s1	2.6	-7.0	12.6	6.7	4.5	5.8	-12.5	-11.7	-3.4
32	O=C(Cn1cnc2c(NCc3ccccc3)ncnc21)NCCc1cc2ccccc2[nH]1	.	.	-2.8	2.7	11.9	.	.	-2.2	-6.3
33	COCCNC(=O)CSc1nc2cc3c(cc2c(=O)n1CCCC(=O)NCc1ccc(OC)cc1)OCO3	-0.1	-11.5	13.4	-0.1	-4.6	0.8	-6.5	-16.4	2.5
34	Cc1ccc(NS(=O)(=O)c2ccc(C(=O)NCCCN3CCCC3=O)cc2)cc1C	0.2	.	-10.3	0.9	-6.5	0.5	-11.9	-2.0	12.8
35	Cc1nc2ccccc2c2c1C(=O)N(Cc1cccnc1)C2=O	-0.7	-5.8	14.1	0.7	13.3	0.3	-1.3	-9.8	2.9
36	O=C(NC(Nc1cc(C(F)(F)F)ccc1Cl)C(=O)c1ccccc1)c1ccccc1 (stereo unspecified)	1.9	-10.8	20.0	0.1	-11.4	-0.2	-25.1	-22.6	-13.4
37	Cc1c(C)c(C)c(S(=O)(=O)NCCc2ccccn2)c(C)c1C	3.4	-4.4	5.5	2.8	-4.4	1.0	-3.7	-2.8	-3.6
38	CCc1cc(=O)oc2c(CNCc3ccccc3F)c(O)c(Cl)cc12	0.3	-5.2	24.1	2.1	-12.5	0.4	3.9	-3.8	-9.6
39	CC1(C)CC2(CCO1)OC(=O)CC2C(=O)Nc1ccc(Cl)cc1[N+](=O)[O-] (stereo unspecified)	-1.6	-10.5	-12.1	1.1	-37.1	0.5	-0.8	-27.7	1.4
40	OC(C#Cc1ccccc1)(c1ccccc1)c1ccccc1	.	.	15.9	0.2	28.9	.	.	.	-18.5
41	Cc1ccc(-n2c([S-])c(C(=O)NC(C)c3ccccc3)[n+]3ccccc23)cc1 (stereo unspecified)	-0.4	-5.1	21.8	1.0	5.7	-0.7	-1.3	-14.0	-7.2
42	CC(=O)N1CCN(C(=S)c2ccc(-c3ccc(Cl)cc3)o2)CC1	0.3	3.5	10.0	0.0	-2.2	0.6	-17.5	-21.6	-8.9
43	CCC(C)NC(=O)Nc1ccc(C)cc1C (stereo unspecified)	-0.9	-9.9	17.4	0.3	7.4	-0.4	-4.2	-6.0	-11.1
44	O=C(c1cnc2n(c1=O)CCS2)N1CCCc2ccccc21	1.3	-10.1	19.9	1.2	14.6	0.0	-7.1	-2.5	-4.8
45	CN1CCc2c(sc(NC(=O)C3COc4ccccc4O3)c2C(N)=O)C1 (stereo unspecified)	1.3	-14.8	7.3	3.1	5.9	1.1	-1.3	-14.6	0.5
46	Cc1ccccc1OC(C)C(=O)NCCCN1CCOCC1 (stereo unspecified)	1.2	3.3	-24.3	-0.2	-11.7	0.7	-6.2	0.2	3.3
47	O=C(NCCSc1c(-c2ccccc2)[nH]c2ccccc12)c1cc2ccccc2oc1=O	-0.5	-7.1	8.9	1.4	22.1	-0.3	-7.5	-10.7	-0.4
48	COC(=O)c1c(C)[nH]c(C(=O)OCC(=O)NC(C)(C)C)c1C	1.5	-6.3	5.0	1.2	-6.0	-0.8	-14.1	-16.8	-12.4
49	CCCC(=O)N1CCC1(C)C(=O)Nc1cc(OC)c(OC)c(OC)c1 (stereo unspecified)	.	.	-2.9	0.1	-5.2	.	.	.	-1.9
50	O=C(Nc1ccccc1)Nc1ccccc1	.	.	19.4	7.6	18.9	.	.	.	-2.9
51	Cc1ccc(S(=O)(=O)N2CCOCC2)cc1NC(=O)CSc1nnc2cc(C)c3ccccc3n12	-0.4	-14.0	0.7	3.4	14.7	1.6	-12.5	-28.9	-6.3
52	Cc1cccc(C(=O)NCC(=O)OCC(=O)NC2CCCCCCC2)c1	-1.0	.	-13.6	-0.2	-0.8	-2.5	-4.4	-16.1	-1.4
53	Clc1ccccc1Cn1nnc2c(NCCN3CCOCC3)ncnc21	1.5	5.0	23.7	1.4	29.8	1.0	1.8	-8.0	-9.2
54	COC(=O)c1ccc(C(=O)O)nc1	0.3	-1.6	15.8	0.2	0.0	0.7	-12.3	-7.8	-17.6
55	O=C(CCNC(=O)c1ccccc1)Nc1cccnc1	0.3	-10.3	13.8	0.8	-12.3	0.9	-1.4	-5.3	-9.2
